GCN5L2 inh = qHTS Assay for Inhibitors of GCN5L2; GCN5L2 HAT assay, ThioGlo1 CoA-SH fluorescence; Potency, µM (doses to about 58.9 µM), without a hit: at the top dose activity change, negative = inhibition, most hits filed as inhibitors; 0.21% of 390,000 active; AID 504327, 2011
Target sequence (Q92830 whole entry, looked up): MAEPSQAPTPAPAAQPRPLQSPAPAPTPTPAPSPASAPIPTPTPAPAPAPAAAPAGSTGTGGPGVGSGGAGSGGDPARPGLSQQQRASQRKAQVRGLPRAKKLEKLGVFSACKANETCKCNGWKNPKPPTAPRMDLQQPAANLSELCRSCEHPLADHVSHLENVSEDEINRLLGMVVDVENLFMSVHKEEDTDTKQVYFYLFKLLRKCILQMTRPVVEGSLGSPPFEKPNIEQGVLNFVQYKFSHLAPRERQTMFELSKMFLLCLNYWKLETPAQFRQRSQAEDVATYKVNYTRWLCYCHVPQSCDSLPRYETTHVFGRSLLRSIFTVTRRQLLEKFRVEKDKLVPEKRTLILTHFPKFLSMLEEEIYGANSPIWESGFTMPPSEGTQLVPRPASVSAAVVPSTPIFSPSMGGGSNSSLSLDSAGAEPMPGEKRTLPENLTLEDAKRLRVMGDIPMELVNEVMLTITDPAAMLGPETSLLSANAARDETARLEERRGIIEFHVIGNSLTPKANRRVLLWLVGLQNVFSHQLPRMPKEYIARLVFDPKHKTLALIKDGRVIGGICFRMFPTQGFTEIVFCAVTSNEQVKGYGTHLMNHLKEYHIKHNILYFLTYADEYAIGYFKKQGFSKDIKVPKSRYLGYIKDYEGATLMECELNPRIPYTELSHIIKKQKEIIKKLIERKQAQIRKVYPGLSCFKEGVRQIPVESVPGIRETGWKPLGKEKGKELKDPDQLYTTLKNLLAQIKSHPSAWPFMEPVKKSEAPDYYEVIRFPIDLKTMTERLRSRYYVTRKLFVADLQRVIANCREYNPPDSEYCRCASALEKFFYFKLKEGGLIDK
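Enzyme at 20nM final was mixed with library compounds for 15 min at room temperature. Peptide H3(1-25) at 75uM, acetyl-CoA at 70uM and ThioGlo1 at 50uM were then added. Plates were read immediately and after 20 min (Ex340nm/Em540nm).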
TDP1 cell noCPT = qHTS for Inhibitors of human tyrosyl-DNA phosphodiesterase 1 (TDP1): qHTS in cells in absence of CPT. 15% of 420,000 active. AID 686978, 2013. Potency, µM (top dose mostly 46.2 µM), for the others: top-dose activity change, negative = growth inhibition, usual class: inhibitors. DT40 Tdp1-/- hTDP1 cells, no CPT, ATP luminescence, 48 h; note: nearly all actives have a fitted effect of over 55% in size
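No-CPT arm: Tdp1-/-;hTDP1 DT40 cells (400/well) plus compounds, incubated ≥48 hr at 37 °C. Readout CellTiter-Glo luminescence.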
DT40 TDP1 CPT = qHTS for Inhibitors of human tyrosyl-DNA phosphodiesterase 1 (TDP1): qHTS in cells in presence of CPT; chicken DT40 Tdp1-/-;hTDP1 cells + 20 nM CPT, ATP luminescence, 48 h; Potency, µM (doses to about 46.2 µM), for the others: top-dose activity change, negative = growth inhibition, actives largely listed as inhibitors; 12% of 420,000 active; note: nearly all actives have a fitted effect of over 55% in size
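Chicken DT40 Tdp1-/- cells complemented with human TDP1, 400 cells/well, exposed to compounds plus 20 nM camptothecin for at least 48 h at 37 C; viability read as ATP content by CellTiter-Glo luminescence.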
* = called active by the depositor; ? = inconclusive; . = no result given. Calls come from the whole dose curve; as a rule, active = well fitted curve in the direction sought with a large enough effect; inconclusive = small, poorly fitted or top-dose-only effect, or another doubt; inactive = no such curve, though single readings can be large; an effect the other way counts as inactive or inconclusive. % is set by controls: 0 for no effect and ±100 for the full control effect; potency is the fitted concentration of half-maximal effect.

Structure,DT40 TDP1 CPT,GCN5L2 inh,TDP1 cell noCPT
CCCc1nnc(NC(=O)C2CC(=O)N(CCc3ccc(F)cc3)C2)s1 (stereo not given),-14%,-6%,-11%
Cn1cnnc1SCc1ccc(C(=O)N/N=C(\CCC(=O)O)c2ccc(C(C)(C)C)cc2)cc1,3%,0%,5%
O=C(Nc1nccs1)C1CC=CCC1 (stereo not given),3%,-1%,-11%
O=C(Nc1cccc(Cl)c1)NC1CCS(=O)(=O)C1 (stereo not given),4%,-8%,10%
Cc1ccc(SCc2cn3ccccc3n2)cc1,-8%,0%,?
CC(Sc1nc(N)cc(=O)[nH]1)C(=O)Nc1ccc(N2CCOCC2)cc1 (stereo not given),-7%,.,-10%
C=CCN1C(=O)C2(OCCCO2)c2cc(C)ccc21,4%,-2%,3%
Cc1ccc(CNC(=O)Cn2ncn3cccc3c2=O)cc1,3%,-2%,-5%
CCCCC(CCC(=O)O)(C(=O)OCC)c1csc(Nc2ccc(C)cc2)n1 (stereo not given),-9%,-3%,-6%
CCn1c(SCC(=O)Nc2ccccc2Cl)nnc1C1CC1,15%,-2%,4%
CC(C)(C)NC(=O)C(c1ccncc1)n1c(=O)c(-c2ccco2)nc2ccccc21 (stereo not given),6%,.,-7%
Clc1cccc(-n2ncc3c(NC4CCCCC4)ncnc32)c1,?,-8%,18µM*
CC1CCC2[C@](C)(CO)C(O)CC[C@]2(C)C12CCC(CO)(CCO)O2 (stereo not given in full),-1%,-2%,-10%
COC(=O)[C@@]12C[C@@H](CC(=O)NCc3ccc(C)o3)C(=O)N(Cc3ccccc3)C1=CCC(C)(C)C2,?,.,?
CN(C)C(=O)Cn1cc(S(=O)(=O)Cc2ccccc2)c2ccccc21,-4%,-5%,20%
CC(C)(C)NS(=O)(=O)c1ccc(CCC(=O)NCc2cccnc2)cc1,-10%,-1%,2%
O=C(N/N=C/c1ccco1)c1ccc(N2CCCC2=O)cc1,10%,-4%,?
COc1ccccc1C(=O)NC(=O)Nc1ccc(-c2cc(C(F)(F)F)nn2-c2ccccc2)cc1,5.8µM*,-6%,4.6µM*
CC1=Nc2cc(C(=O)NC3CCCC3)ccc2Sc2ccc(C)cc21,1.2µM*,-17%,0.92µM*
Cc1noc(C)c1NC(=O)NCCN1CCN(Cc2ccccc2)CC1,3%,-2%,-3%
CC(C)(C)S(=O)N1Cc2cc(C(=O)NCc3ccc4c(c3)OCO4)nc(-c3cccc(-c4ccccc4)c3)c2[C@@H]1CCO (stereo not given in full),23µM*,.,?
O=c1c2ccccc2oc2ccc(-c3ccoc3)cc12,-107%,.,?
Cc1nn(C)c(C)c1NC(=O)c1ccnn1C,1%,0%,0%
Cc1ccccc1Nc1c(-c2ccccc2)nc2cccc(C)n12,?,3%,3.2µM*
CCOC(=O)c1c(CSc2ccccc2)n(C)c2ccc(O)c(CN3CCN(C)CC3)c12,?,-5%,?
COc1ccc(CCNC(=O)COc2ccc(C)nc2[N+](=O)[O-])cc1OC,-5%,0%,-27%
CCCCc1ccc(NS(=O)(=O)c2c(C)n(C)c(=O)n(C)c2=O)cc1,?,1%,?
Cc1ccccc1Nc1nc(N)nc(CSc2nc3ccccc3s2)n1,?,-8%,?
O=C(O)CN1CCCC1=Nc1ccccc1,-27%,-5%,4%
CCCc1cnc(NCCNCC(O)COc2ccc(Cl)c(Cl)c2)nc1 (stereo not given),16µM*,-10%,16µM*
O=C(NC(=S)Nc1cccc(Cl)c1)c1cncc(Br)c1,?,.,?
CCCCn1ccc(O)c(Cc2ccc(F)cc2)c1=O,-12%,2%,-10%
O=c1[nH]cnc2c1N1CCC2CC1,-2%,1%,-39%
COc1ccc(CNC(=S)Nc2ccc(F)c(Cl)c2)cc1,?,-4%,?
COc1cc(CC(=O)NCc2ccco2)cc(OC)c1OC,-16%,2%,-13%
COc1ccc(S(=O)(=O)n2nc(-c3ccco3)nc2NCc2ccc(N(C)C)cc2)cc1,?,-10%,?
Cc1c(Cl)c([N+](=O)[O-])nn1CC(=O)Nc1ccc2c(c1)OCO2,-2%,-2%,-6%
COc1ccc(CNC(=O)COC(=O)CO/N=C(\C)c2ccc3c(c2)OCO3)cc1,2%,4%,3%
CC1=NN(c2nc(-c3ccc(F)cc3)cs2)C(=O)C1,-2%,-2%,-32%
CCCN1CCN(c2ncnc3scc(C4COc5ccccc5O4)c23)CC1 (stereo not given),?,-14%,?

Sorted by heavy-atom count (ascending): some entries from above.
Structure,DT40 TDP1 CPT,GCN5L2 inh,TDP1 cell noCPT
O=C(NC(=S)Nc1cccc(Cl)c1)c1cncc(Br)c1,?,.,?
Cc1ccc(CNC(=O)Cn2ncn3cccc3c2=O)cc1,3%,-2%,-5%
CC1CCC2[C@](C)(CO)C(O)CC[C@]2(C)C12CCC(CO)(CCO)O2 (stereo not given in full),-1%,-2%,-10%
Cc1noc(C)c1NC(=O)NCCN1CCN(Cc2ccccc2)CC1,3%,-2%,-3%
COc1ccc(CNC(=O)COC(=O)CO/N=C(\C)c2ccc3c(c2)OCO3)cc1,2%,4%,3%
COc1ccc(S(=O)(=O)n2nc(-c3ccco3)nc2NCc2ccc(N(C)C)cc2)cc1,?,-10%,?

The list continues.
Structure,DT40 TDP1 CPT,GCN5L2 inh,TDP1 cell noCPT
CCc1ccc(N2CC(C(=O)Nc3ccc(OC)c(S(=O)(=O)N4CCOCC4)c3)CC2=O)cc1 (stereo not given),0%,.,-5%
Cc1ccc(CNC(=O)C2CC(c3ccc([N+](=O)[O-])cc3)=NO2)cc1 (stereo not given),3%,2%,2%
N#CCC(C(=O)c1cccnc1)c1ccccc1 (stereo not given),-9%,.,-2%
CCOc1ccc(-c2cccc(NC(=O)COc3ccccc3)c2)nn1,-2%,0%,?
COc1ccc(-c2nc3cc(C)c(Br)c(C)n3c2Cc2ccccc2C(F)(F)F)cc1OC,-29%,.,?
COc1ccc(N(CC(=O)O)S(C)(=O)=O)cc1OC,2%,3%,6%
O=[N+]([O-])c1ccc(Sc2nccn2Cc2ccccc2)c([N+](=O)[O-])c1,6.5µM*,-27%,5.8µM*
NC(=O)CSc1nc2scc(-c3ccc(Cl)cc3)c2c(=O)n1Cc1ccccc1,9.2µM*,-6%,8.2µM*
CCn1nc(C)c(/C=N/NC(=O)Cn2nnnc2N)c1C,2%,-26%,-1%
C=C(c1ccccc1C)[n+]1ccccc1,-24%,-11%,?
CC(C)(C)c1ccc(N=C2SCC(=O)N2Cc2cccs2)cc1,-4%,-4%,?
O=C(/C=C/c1ccc(F)cc1)NCCCn1ccnc1,-4%,-1%,15%
COc1ccc(Oc2cc(F)nc(N)n2)cc1,?,-5%,-9%
O=C(CSc1nc2cc(Cl)ccc2s1)NCc1ccc2c(c1)OCO2,7%,-3%,3%
Cc1nnc(SCC(=O)Nc2nsc(-c3ccccc3)n2)s1,?,-12%,-24%
COC(=O)C(c1cc(OC)c(O)c(OC)c1)(N1CCNC(C)C1)C(F)(F)F (stereo not given),6%,-5%,-13%
COc1ccc(-c2nnn(CC(=O)N(CCN3CCOCC3)C(C(=O)NC3CCCCC3)c3ccco3)n2)cc1 (stereo not given),-3%,-7%,-30%
CCCCN(c1ccc(C(=O)OC)cc1)S(=O)(=O)c1ccccc1,?,-2%,?
CN1OC[C@@H]2CN[C@H](c3cccc(-c4ccccc4)c3)C[C@@H]21,?,.,-15%
COc1cccc(OC)c1C(=O)Nc1nc(COc2ccccc2)cs1,-26%,-17%,?
COC(=O)c1c(C)[nH]c(C(=O)COC(=O)Cn2cc(C(F)(F)F)ccc2=O)c1C,?,-6%,-21%
CS(=O)(=O)c1ccccc1C(=O)Nc1ccccc1Cc1ccccc1,15%,-2%,-5%
Cc1cn2c(=O)cc(COc3cccc(NC(=O)c4ccc(C(C)(C)C)cc4)c3)nc2s1,16µM*,-1%,16µM*
Nc1nonc1N/N=C\c1ccccc1,4%,-6%,-23%
CC(C)(C)OC(=O)NCCCC(CCCNC(=O)OC(C)(C)C)C(=O)O,-24%,4%,1%
O=C(CSc1nc(Cc2ccccc2)nc2ccccc12)Nc1nc2c(s1)CCCC2,?,?,?
COc1ccc(C(=O)NNC(=O)CSc2nnc3ccccn23)cc1OC,0%,-3%,-2%
CC(=O)Nc1ccc(-c2ccnc3c2CC(C)(C(=O)NC(C)C)O3)cc1 (stereo not given),-11%,.,-21%
COc1cccc(-c2cn3c(n2)sc2cc(C(=O)NCCc4ccccc4)ccc23)c1,7.3µM*,-2%,7.3µM*
CCCCn1c(N)c(N(CC(C)C)C(=O)Cc2ccc3c(c2)OCCO3)c(=O)[nH]c1=O,-10%,2%,-9%
Cc1cccc(C)c1C(O)c1ncc(-c2ccccc2F)[nH]1 (stereo not given),21µM*,.,?
Cc1cc(C)nc(N2CCCC(C(=O)NC3CC3)C2)n1 (stereo not given),-1%,-11%,-10%
CC(=O)N1C(C)(C)CC(=NOS(=O)(=O)c2ccccc2)CC1(C)C,-3%,-5%,1%
CCC(=O)Nc1ccc(S(=O)(=O)N2CCC(c3nc4ccccc4[nH]3)CC2)cc1,?,-4%,?
Cc1nc(-c2ccccc2)sc1-c1nc(-c2ccncc2)ncc1S(=O)(=O)c1ccccc1,?,-7%,?
COc1nnc(-c2ccc(C)c(S(=O)(=O)NC(C)(C)CO)c2)c2ccccc12,?,-2%,?
CCCn1nnc(NC(=O)COc2ccc(CC)cc2)n1,4%,4%,1%
O=C(C1CCCN1S(=O)(=O)c1cccc2nsnc12)N1CCN(c2ccc(F)cc2)CC1 (stereo not given),-12%,-7%,1%
CC(COc1ccc(/C=C/c2ccccc2)cc1)[N+](C)(C)C (stereo not given),4.1µM*,?,3.3µM*
Cn1cc(S(=O)(=O)N2CCc3ccccc32)cc1C(=O)Nc1ccc(Cl)cc1,26µM*,?,26µM*
CCOC(=O)c1c(NC(=O)c2ccccc2)sc2c(O)c(CN(CC)CC)ccc12,23µM*,-12%,18µM*
CC(C)CC(NC(=O)C1CCCCC1)C(=O)NCc1ccccn1 (stereo not given),-5%,2%,-13%
Cn1cc(/C=C(\NC(=O)c2ccccc2Cl)C(=O)NCCN2CCOCC2)c2ccccc21,4%,-18%,?
CCc1nc2ccccc2nc1N1CCN(S(=O)(=O)c2c(C)cc(Cl)cc2C)CC1,-26%,-6%,-24%
O=C(C[C@@H]1C/C=C\C[C@H](Cc2ccc(F)cc2)C(=O)OC[C@@H](Cc2c[nH]c3ccccc23)NC1=O)NCCO,?,0%,?
CCOC(=O)[C@]12CCCC=C1N(Cc1ccccc1)C(=O)[C@H](CC(=O)N1CCN(C(=O)C3CC3)CC1)C2,2%,.,10%
CC(=O)Nc1cccc(C(=O)/C=C/c2ccc(C)cc2)c1,9.2µM*,8%,10µM*
Cc1ccc(NC(=O)CSc2nc(N)cc(N)n2)cc1S(=O)(=O)N1CCOCC1,-3%,-9%,-12%
CC1CN(C(=O)c2cc3c(s2)CCC3)CC(C)O1 (stereo not given),-19%,?,-7%
Cc1ccc(C(=O)c2cc([N+](=O)[O-])ccc2N2CCOCC2)cc1,2.1µM*,3%,2.1µM*
CCCCn1c(N)c(N(CCC(C)C)C(=O)c2ccc(-c3ccc([N+](=O)[O-])cc3)o2)c(=O)[nH]c1=O,?,2%,?
CC12CCC(=O)N1C(C(=O)Nc1nc3ccc(Cl)cc3s1)CS2 (stereo not given),4%,-7%,?
CSCCC(NC(=O)c1ccccc1)C(=O)NNC(=O)c1ccccc1 (stereo not given),-5%,-4%,-5%
O=C(N/N=C/c1cccnc1)c1ccc(F)cc1,2%,0%,-12%

Random draw from the library; about 18% have a hit in one of these screens.
